Bioassay records from PubChem.
GLS inhibitor – glutaminase GLS (human) inhibition; O94925; GLS enzymatic activity, qHTS titration; Potency, µM (doses to about 45.5 µM), without a hit: at the top dose activity change, negative = inhibition, most hits filed as inhibitors; 410,000 tested, 0.21% active; further: potency means the concentration at half of the fitted maximal effect; on the % scale 0 is the no-effect control and ±100 the full control effect
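Compounds were pin-transferred onto hKGA, after which L-glutamine (1 mM solution) and a detection mix of glutamate oxidase, HRP and Amplex Red were added. Initial and 30 min RT fluorescence reads were collected.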
HP1b chromo inh – HP1-beta chromodomain-methylated histone interaction inhibition; AlphaScreen HP1-beta / biotin-H3K9me3 peptide binding; Potency, µM (titrated, usually from 114 µM), for inactives: at the top dose activity change, negative = inhibition, most hits filed as inhibitors; 390,000 tested, 0.56% active; AID 540317; further: potency means the concentration at half of the fitted maximal effect; nearly all actives have a fitted effect of over 70% in size; inactives centre near 23
Target sequence (P83916 whole entry, looked up): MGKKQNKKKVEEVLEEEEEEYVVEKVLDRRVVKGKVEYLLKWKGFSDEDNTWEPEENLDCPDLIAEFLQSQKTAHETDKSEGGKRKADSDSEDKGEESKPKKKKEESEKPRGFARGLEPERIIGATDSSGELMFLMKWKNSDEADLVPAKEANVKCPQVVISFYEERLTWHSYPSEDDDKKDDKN
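HP1-beta protein (50 nM final) preincubated 30 min at room temperature with biotinylated H3(1-18)K9me3 peptide (50 nM) in PBS pH 7.4, 0.01% Tween-20, then compound added for 30 min. AlphaScreen streptavidin donor/nickel chelate acceptor beads (10 ug/mL final), 30 min dark, luminescence read.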
USP1 inh – USP1/UAF1 (human) deubiquitinase inhibition | Potency, µM (series often up to 57.1 µM), for inactives: at the top dose activity change, negative = inhibition, hits mostly inhibitors | recombinant USP1/UAF1, Ub-Rhodamine cleavage fluorescence | O94782 | AID 743255 | 390,000 tested, 0.23% active; further: potency means the concentration at half of the fitted maximal effect; on the % scale 0 is the no-effect control and ±100 the full control effect; nearly all actives have a fitted effect of over 60% in size; inactives centre near -12
Target sequence (O94782 whole entry, looked up): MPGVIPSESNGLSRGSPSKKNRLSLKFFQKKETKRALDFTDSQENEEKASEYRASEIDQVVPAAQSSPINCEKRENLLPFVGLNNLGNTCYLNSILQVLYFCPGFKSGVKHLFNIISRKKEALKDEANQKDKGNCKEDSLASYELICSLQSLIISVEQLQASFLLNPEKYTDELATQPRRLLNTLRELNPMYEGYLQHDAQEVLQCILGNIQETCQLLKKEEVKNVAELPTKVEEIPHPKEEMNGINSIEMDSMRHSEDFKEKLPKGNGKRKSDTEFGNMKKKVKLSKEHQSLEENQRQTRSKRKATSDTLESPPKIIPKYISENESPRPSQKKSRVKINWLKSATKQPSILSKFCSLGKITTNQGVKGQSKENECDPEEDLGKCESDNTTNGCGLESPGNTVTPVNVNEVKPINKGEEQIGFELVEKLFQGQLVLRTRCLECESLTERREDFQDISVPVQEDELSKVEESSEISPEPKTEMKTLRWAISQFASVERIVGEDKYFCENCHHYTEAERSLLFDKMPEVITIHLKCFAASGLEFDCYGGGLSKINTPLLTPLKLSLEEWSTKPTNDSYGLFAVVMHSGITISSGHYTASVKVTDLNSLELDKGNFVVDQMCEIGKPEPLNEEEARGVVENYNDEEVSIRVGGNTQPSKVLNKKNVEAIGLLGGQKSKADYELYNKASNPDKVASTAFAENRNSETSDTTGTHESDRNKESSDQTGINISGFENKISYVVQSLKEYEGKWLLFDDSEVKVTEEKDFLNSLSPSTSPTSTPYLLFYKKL
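Step one: compound is pinned into 1nM USP1/UAF1 in HEPES pH 7.8 buffer with TCEP. Step two: 15 min room-temperature incubation. Step three: Ub-Rho (150nM final) starts cleavage, tracked by fluorescence over six one-minute reads.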
TrxR1 inh – inhibitors of rat thioredoxin reductase 1; Potency, µM (top dose mostly 114 µM), without a hit: top-dose activity change, negative = inhibition, most hits filed as inhibitors; 390,000 tested, 1% active; O89049; recombinant rTrxR1, NADPH fluorescence consumption, selenite substrate; further: potency means the concentration at half of the fitted maximal effect; on the % scale 0 is the no-effect control and ±100 the full control effect; nearly all actives have a fitted effect of over 65% in size
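Rat TrxR1 (90 nM in the dispensed reagent) was pre-reduced with 400 uM NADPH for 5 min at room temperature, then incubated with compound for 15 min. After 400 uM selenite was added, NADPH fluorescence (Ex 340/Em 450 nm) was followed for 8 min.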
IDH1 R132H inh – inhibitors of human mutant IDH1 R132H; 390,000 tested, 0.093% active; Potency, µM (series often up to 76.6 µM), inactives show top-dose activity change, negative = inhibition, hits mostly inhibitors; O75874; IDH1-R132H enzyme, NADPH consumption, diaphorase/resazurin fluorescence; further: potency means the concentration at half of the fitted maximal effect; on the % scale 0 is the no-effect control and ±100 the full control effect; nearly all actives have a fitted effect of over 65% in size
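IDH1-R132H (0.5 ug/mL dispensed) in pH 7.5 Tris buffer was preincubated 30 min with compound, then given a substrate mix of 0.016 mM NADPH and 2 mM alpha-KG for 80 min at room temperature; remaining NADPH was read by diaphorase/resazurin fluorescence.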
PI4K2A inh – blocks human PI4K2A kinase activity; Q9BTU6; purified PI4K2A, ADP-Glo luminescence, 1 h; active compounds read low; activity change, negative = inhibition, % at 76.9 µM; 420,000 tested, 0.13% active; AID 1346378; in the data active means activity change below about -50%; inconclusive means mostly about -30% to -49%;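 further: -100% = wells without enzyme as full effect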
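In this quantitative HTS, ADP production by PI4K2A was quantified luminescently after 1 h at ambient temperature; 100 microM adenosine served as plate-quality control.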
PGK inhibitor – blocks T. brucei phosphoglycerate kinase. P07378. PGK/GAPDH coupled, Kinase-Glo luminescence, 60 min. Potency, µM (doses to about 57.5 µM), for inactives: top-dose activity change, negative = inhibition, hits mostly inhibitors. 380,000 tested, 0.043% active. AID 602233; further: potency means the concentration at half of the fitted maximal effect; on the % scale 0 is the no-effect control and ±100 the full control effect; nearly all actives have a fitted effect of over 60% in size
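Recombinant glycosomal PGK reaction used 1,3-bisphosphoglycerate generated in-well by GAPDH (100nM final) in 100mM TEA pH 7.6, 5mM MgCl2, 0.01% Tween-20. After 60 minutes at room temperature, ATP was read by Kinase-Glo Plus luminescence end-point.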
TrxR1 substrate – is turned over as a substrate by rat TrxR1. O89049. purified TrxR1 substrate turnover, NADPH consumption readout. Potency, µM (doses to about 114 µM), for inactives: at the highest dose activity change, negative = substrate turnover. 390,000 tested, 0.01% active; further: potency means the concentration at half of the fitted maximal effect; on the % scale 0 is the no-effect control and ±100 the full control effect; nearly all actives have a fitted effect of over 50% in size
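Rat TrxR1, dispensed at 90 nM, was prereduced with 400 uM NADPH (final) for 5 min at ~22 deg C, then incubated with compound 15 min before 400 uM selenite. A first-read NADPH fluorescence drop versus no-compound background flagged substrates.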
Pin1 inh – human Pin1 inhibition; Q13526; 390,000 tested, 0.009% active; AID 504891; Potency, µM (series often up to 115 µM), without a hit: top-dose activity, negative = inhibition, actives largely listed as inhibitors; Pin1 FP peptide displacement, HiFluor488, 10 min; active means well fitted inhibition curve with a large enough effect in the polarisation, with a control signal flat, not every such curve was filed as active; inconclusive means small, poorly fitted or top-dose-only effect, or effect the other way, or a change in a side signal; inactive means no such curve, though single readings can be large or run the other way; the % refers to the polarisation; further: potency means the concentration at half of the fitted maximal effect; on the % scale 0 is the no-effect control and ±100 the full control effect
* hit, by the source's call; i = inactive; ? = inconclusive; / = not tested or not shown; [ ] = remark or other dose. Unless noted, the call rests on the fitted dose curve; in most records, active means well fitted curve in the direction sought with a large enough effect; inconclusive means small, poorly fitted or top-dose-only effect, or another doubt; inactive means no such curve, though single readings can be large; an effect the other way counts as inactive or inconclusive. Some of the compounds tested. The share of hits here may be higher or lower than overall.

1: CC(C)(C)/C=N/NC(=O)C1CC1
2: Cc1nc2c3ccccc3[nH]c(=O)n2n1
3: CCOC(=O)C1=C(c2ccccc2)OC(N)=C(C#N)C1c1cccs1 (configuration not stated)
4: CCNc1nc(C)nc2c1oc1ccccc12
5: COc1ccc(NC(=O)c2ccccc2N(Cc2ccccc2)S(C)(=O)=O)c(OC)c1
6: NNc1nc2c(F)cccc2s1
7: CCNc1nc(NCC)n2c(SCC(=O)c3ccccc3F)nnc2n1
8: O=S(N1CCc2ccccc21)C12CC3CC(CC(C3)C1)C2 (configuration not stated)
assay / compound,1,2,3,4,5,6,7,8
HP1b chromo inh,46%[activator],25%,8%,18%,31%,?,41%[activator],27%
PI4K2A inh,1,3,7,-1,4,-11,-1,3
Pin1 inh,2%,2%,-9%,-4%,-1%,-2%,0%,-1%
TrxR1 inh,8%,4%,-29%,27%,16%,-4%,17%,23%[57.1 µM]
TrxR1 substrate,-2%,-7%,-11%,11%,-2%,-8%,6%,5%[57.1 µM]
GLS inhibitor,-9%,5%,-2%,-1%,-8%,28%,5%,24%
IDH1 R132H inh,-3%,-3%,2%,6%,-1%,1%,2%,3%
USP1 inh,-16%,-8%,-9%,-5%,-28%,-18%,-18%,-6%
PGK inhibitor,i,-8%,1%,-9%,i,9%,-2%,-2%

9: CCCOc1ccc(C2c3c(-c4c(C)cc(C)cc4O)n[nH]c3C(=O)N2CCO)cc1 (configuration not stated)
10: CCN(CC)C(c1ccc(C)cc1)c1nnnn1C1CCCCC1 (configuration not stated)
11: COc1ccc(CCNC(=O)Cn2nnc(-c3cccs3)n2)cc1OC
12: Cc1ccc(CCNC(=O)c2cc3c(s2)-c2ccccc2OC3)cc1
13: Nc1n[nH]c2ccccc12
14: CC1(C)NC(=O)N(CCCCOc2ccc3ccccc3c2Cl)C1=O
15: Cc1sc(NC(=O)c2ccccc2F)c(CN2CCCCC2)c1C
16: c1csc(-c2ccc(N3CCOCC3)nn2)c1
assay / compound,9,10,11,12,13,14,15,16
HP1b chromo inh,23%,26%,23%,22%,22%,22%,5%,21%
PI4K2A inh,-1,3,1,1,4,-6,-3,-29
Pin1 inh,-1%,-1%,-1%,?,-7%,1%,-1%,8%
TrxR1 inh,-6%,11%,21%,?,5%,13%[57.1 µM],?,3%
TrxR1 substrate,-2%,-3%,-4%,131%[activator],3%,3%[57.1 µM],-13%,3%
GLS inhibitor,-2%,3%,-2%,2%,36%[activator],6%,3%,-6%
IDH1 R132H inh,/,11%,-1%,2%,4%,7%,1%,4%
USP1 inh,12%,-16%,-11%,?,-9%,-10%,-18%,0%
PGK inhibitor,/,-5%,i,-14%,i,i,i,/

Whole records, looked up by structure. Screens in order: HP1b chromo inh | PI4K2A inh | Pin1 inh | TrxR1 inh | TrxR1 substrate | GLS inhibitor | IDH1 R132H inh | USP1 inh | PGK inhibitor
Cc1sc(NC(=O)c2ccccc2F)c(CN2CCCCC2)c1C reads 5% | -3 | -1% | ? | -13% | 3% | 1% | -18% | i
COc1ccc(CCNC(=O)Cn2nnc(-c3cccs3)n2)cc1OC reads 23% | 1 | -1% | 21% | -4% | -2% | -1% | -11% | i

Arranged by the number under Pin1 inh (falling): 5 of the compounds above
entry	canonical_smiles	Pin1 inh
1	CC(C)(C)/C=N/NC(=O)C1CC1	2%
14	CC1(C)NC(=O)N(CCCCOc2ccc3ccccc3c2Cl)C1=O	1%
7	CCNc1nc(NCC)n2c(SCC(=O)c3ccccc3F)nnc2n1	0%
9	CCCOc1ccc(C2c3c(-c4c(C)cc(C)cc4O)n[nH]c3C(=O)N2CCO)cc1 (configuration not stated)	-1%
3	CCOC(=O)C1=C(c2ccccc2)OC(N)=C(C#N)C1c1cccs1 (configuration not stated)	-9%

Next records follow:
17: CC(=O)c1ccc(N2CCN(CC(=O)NC(=O)NCc3ccccc3)CC2)cc1
18: Cc1ccc(C)c(OCc2nnc(NC(=O)c3ccc4c(c3)OCO4)s2)c1
19: Cc1ccc(Sc2nc(-c3ccccc3)nnc2C(F)(F)F)cc1
20: COc1ccccc1C(=O)NC(=O)COC(=O)CNC(=O)c1ccc(Cl)cc1Cl
21: CCc1ccc(-c2cc(C(=O)N3N=C(C(F)F)CC3(O)C(F)F)c3ccccc3n2)cc1 (configuration not stated)
22: COC(=O)C1=C(NC(=O)C(C)(C)C)CCS1
23: COC(=O)N/N=C/c1ccc(OC(=O)c2ccco2)c(OC)c1
24: Cc1ccc(NC(=O)COC(=O)Cn2c(C)csc2=O)cc1
assay / compound,17,18,19,20,21,22,23,24
HP1b chromo inh,13%,65%[activator],26%,41%[activator],10%,15%,12%,13%
PI4K2A inh,4,2,-1,-2,0,-1,-2,-7
Pin1 inh,-5%,4%,-3%,0%,5%,3%,1%,-8%
TrxR1 inh,1%,28%,-8%,0%,24%,3%[57.1 µM],22%,-3%
TrxR1 substrate,2%,2%,7%,-1%,13%,-6%,2%[57.1 µM],-8%
GLS inhibitor,-7%,-19%,4%,4%,-2%,15%,-12%,6%
IDH1 R132H inh,10%,-4%,4%,3%,-4%,0%,-2%,16%
USP1 inh,-8%,-26%,-19%,-13%,-17%,-5%,-14%,-9%
PGK inhibitor,-3%,-8%,12%,4%,2%,-4%,2%,-3%

25: O=C(CCc1ccccc1)N1CCN(c2ccc([N+](=O)[O-])cc2)CC1
26: CCCCN(C)C(=O)c1nc2ccccn2c1CN1CCSCC1
27: CCc1ccccc1Nc1cc(C(=O)NCCCN(C)C2CCCCC2)c2ccccc2n1
28: CCCCN=C1NN=C(c2ccc(C)c(C)c2)CS1
29: CCOC(=O)N1CCc2c(sc3c2c(=O)n(-c2ccc(CC)cc2)c(=O)n3CC(=O)Nc2ccc(C)cc2)C1
30: Cc1cccc(N2CC(O)(c3cccs3)[N+]3=C2CCCCC3)c1 (configuration not stated)
31: Cc1ccc(CCNC(=O)CCn2nc(-c3ccccc3)ccc2=O)cc1
32: O=C(NCCOc1ccccc1)C1CCC(=O)N(CCc2ccc(Cl)cc2)C1 (configuration not stated)
assay / compound,25,26,27,28,29,30,31,32
HP1b chromo inh,26%,22%,10%,?,15%,23%,49%[activator],22%
PI4K2A inh,-2,5,-1,4,-9,0,-3,-2
Pin1 inh,-1%,1%,-4%,6%,3%,-13%,10%,0%
TrxR1 inh,20%,8%,-1%,23%[57.1 µM],14%,29%[57.1 µM],5%[57.1 µM],5%
TrxR1 substrate,-4%,-1%,-3%,-6%,3%,6%[57.1 µM],1%[57.1 µM],3%
GLS inhibitor,6%,-1%,12%,0%,-7%,0%,-2%,3%
IDH1 R132H inh,0%,3%,-3%,-16%,0%,1%,-12%,0%
USP1 inh,-19%,-10%,-15%,-9%,-7%,0%,-21%,-13%
PGK inhibitor,i,-4%,4%,i,0%,-4%,-1%,-3%

33: CC(=O)Nc1ccc(NC(=O)Nc2cccc(C)c2C)cc1
34: CC(=O)c1sc(NC(=O)c2ccc(F)c(S(=O)(=O)N3CCOCC3)c2)nc1C
35: C#CCOCCOCCOCCNc1nc(N2CCOCC2)nc(N2CCN(C(=O)[C@H](CCCN=C(N)N)n3cc(C(N)[C@@H](C)CC)nn3)CC2)n1 (some centres not stated)
36: COC(=O)C1=CN(Cc2ccccc2)C=C(C(=O)OC)C1c1cc(F)ccc1F
37: O=C(CCC(=O)NC1CCCCC1)Nc1cccnc1
38: Cc1ccc(-c2csc3ncnc(N4CCN(Cc5ccccc5)CC4)c23)cc1
39: O=C(CS(=O)(=O)Cc1ccccc1)Nc1cccnc1
40: COC(=O)C1C(=O)C2=C(CC1C)Nc1ccccc1NC2c1cccs1 (configuration not stated)
41: COc1ccc2c(c1)c(=O)c(S(=O)(=O)c1ccc(F)cc1)cn2CC(=O)Nc1ccc(C)cc1C
assay / compound,33,34,35,36,37,38,39,40,41
HP1b chromo inh,7%,19%,28%,182%[activator],35%,19%,23%,24%,43%[activator]
PI4K2A inh,3,6,-3,-14,1,0,7,4,5
Pin1 inh,1%,0%,-7%,38%[activator],-14%,?,0%,-2%,3%
TrxR1 inh,21%[57.1 µM],-14%,?,38%[activator][57.1 µM],17%,7%,9%,0%[57.1 µM],-13%
TrxR1 substrate,2%[57.1 µM],-16%,6%,73%[activator][57.1 µM],-5%,-2%,6%,-8%,-13%
GLS inhibitor,?,-4%,0%,-17%,-3%,1%,-13%,-5%,5%
IDH1 R132H inh,1%,-4%,-10%,0%,-11%,-2%,3%,5%,15%
USP1 inh,7%,-6%,-22%,-23%,-15%,-2%,1%,-19%,-19%
PGK inhibitor,-2%,-1%,3%,-7%,i,12%,3%,i,3%
